# PfM18AAP inh = PfM18AAP inhibitors, malaria aminopeptidase, primary screen, biochemical, QFRET, recombinant enzyme | M18 aspartyl aminopeptidase (Plasmodium falciparum 3D7) | H-Glu-NHMec fluorogenic cleavage | inhibition, % at 7.35 µM | hit rate 1.2% among 290,000;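 active means inhibition above the campaign mean inhibition over all tested compounds plus 3 SD, cut at about 28% in these data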;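 further: 0% = plate median of test compound wells and 100% = 2 mM ZnCl2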
# p-CIP stab down = p/CIP-EGFP fusion destabilizers, primary screen, fluorescence, F442A cells | Q05BA5 | 16 h | decrease of EGFP signal, % at 10 µM | hit rate 0.01% among 290,000 | AID 1984, 2009;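 active means EGFP signal decrease of at least 30% at 10 µM or well 3 SD below plate mean, unless failing retest; inactive means the rest, including hits failing retest or dose response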; further: some compounds called inactive have numbers as strong as hits; many of its hits are not listed in these tables
# IDE cell activ = human IDE activators in live cells, primary screen, fluorescence polarization, HEK cells, FAbeta-B substrate; Insulin-degrading enzyme (Homo sapiens), P14735; hit rate 0.073% among 340,000; activation, % at 5.96 µM; FAbeta-B cleavage; 0% vehicle, 100% cell-free pure enzyme wells;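 active means activation above the mean of all tested compounds plus 3 SD, set per screening campaign, cut at about 17% in these data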
# FID counter = compounds displacing fluorescent DNA intercalator, primary screen, artefact control for HCV NS3 helicase inhibitor project, biochemical, FID fluorescence. hit rate 0.17% among 290,000. inhibition, % at 7.9 µM. AID 1845, 2009. DNA fluorescent intercalator displacement; in the data active means inhibition above about 37%;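 further: 0% = vehicle and 100% = reference compound; higher means more ethidium bromide displaced from hairpin DNA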
# NS3 helicase inh = inhibitors of HCV NS3 helicase, primary screen, biochemical, Cy5 molecular beacon fluorescence; Hepatitis C virus NS3 helicase; NS3 helicase DNA unwinding; inhibition, % at 10.9 µM; hit rate 0.56% among 290,000;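 active means inhibition above the mean of all tested compounds plus 3 SD, set per campaign, cut at about 35% in these data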;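 further: 0% = DMSO wells and 100% = thioflavine S control wells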
#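 System: HCV NS3 helicase fragment; control set: DMSO and thioflavine S; technique: Cy5 fluorescence at 0 and 60 min, beacon hairpin quenching; reagent: beacon DNA duplex substrate plus ATP; replicates: singlicate; schedule: 1 h reaction at 25 °C, ATP-initiated; medium: MOPS buffer pH 6.5 with MgCl2, DTT, Tween20, BSA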
# VIM-2 inhibitor = VIM-2 metallo-beta-lactamase inhibitors, primary screen, biochemical, epi-absorbance readout, Pseudomonas aeruginosa enzyme | purified VIM-2, nitrocefin hydrolysis, epi-absorbance fluorescence | inhibition, % at 5.6 µM | hit rate 0.89% among 290,000 | AID 1527, 2009;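 active means inhibition above the mean of all tested compounds plus 3 SD, cutoff set per screening run, cut at about 7.5% in these data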;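 further: red hydrolysis product quenches plate fluorescence so inhibitors raise well fluorescence; 0% = enzyme with DMSO and 100% = DMSO without enzyme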
# IMP-1 inhibitor = IMP-1 metallo-beta-lactamase inhibitors, primary screen, biochemical, epi-absorbance readout, Pseudomonas aeruginosa enzyme; hit rate 0.45% among 290,000; purified IMP-1, nitrocefin hydrolysis, epi-absorbance fluorescence; inhibition, % at 5.6 µM; metallo-beta-lactamase IMP-1 (Pseudomonas aeruginosa);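 active means inhibition above the mean plus 3 SD of all compounds in the same screening run, cut at about 4.5% in these data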;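 further: 0% = IMP-1 with DMSO and 100% = DMSO wells lacking enzyme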
#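 System: Purified recombinant IMP-1 metallo-beta-lactamase enzyme | Measured by: Fluorescence quenching readout, ex 480/em 530 nm | Replication: Singlicate | Incubation: 15 min preincubation plus 25 min reaction at 25 °C | Evaluation: Percent inhibition from optical density relative to buffer-blank wells | Benchmarks: DMSO with and without IMP-1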
# IDE inh = human IDE inhibitors in live cells, primary screen, fluorescence polarization, HEK cells, FAbetaB substrate; hit rate 0.41% among 320,000; inhibition, % at 5.59 µM; AID 434962, 2010; FAbetaB cleavage; Insulin-degrading enzyme (Homo sapiens), P14735;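 active means percent inhibition above the average of all tested compounds plus 3 SD, set per screening campaign, cut at about 16% in these data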;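 further: IDE supplied by intact live HEK cells; FP after avidin binding of uncleaved biotin substrate so inhibition keeps polarization high; 0% = DMSO wells and 100% = 60 µM reference IDE inhibitor Ii1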
# SUMO HTRF inh = inhibitors of in vitro SUMOylation cascade, primary screen, biochemical, HTRF, uHTS; inhibition, % at 35 µM; hit rate 0.36% among 290,000; HTRF SUMOylation assay, SAE1/SAE2 + UBC9; in the data active means inhibition above about 50%, passing the limit was not always enough; further: strong numbers were not always called active
# Target sequence (P63279 whole entry, looked up): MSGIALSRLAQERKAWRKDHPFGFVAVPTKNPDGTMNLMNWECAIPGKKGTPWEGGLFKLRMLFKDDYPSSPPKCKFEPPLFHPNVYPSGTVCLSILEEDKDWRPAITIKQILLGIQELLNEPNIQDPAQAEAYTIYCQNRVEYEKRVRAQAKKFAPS
# An asterisk follows results filed as active; . = not tested or not shown; & = joins results of further samples. Outcome played no part in choosing rows; about 3.6% have a hit in one of these screens.
SMILES,PfM18AAP inh,p-CIP stab down,IDE cell activ,FID counter,NS3 helicase inh,VIM-2 inhibitor,IMP-1 inhibitor,IDE inh,SUMO HTRF inh
Cc1sc2nc(SCC(=O)Nc3ccc(S(=O)(=O)NCCCC(=O)O)cc3)[nH]c(=O)c2c1C,-9,-9,-2,-34,5,1.0,-2.8,-2,-7
Cc1ccc(-n2c(C)cc(C(=O)COC(=O)c3ccc[nH]c3=O)c2C)cc1C,-10,-13,2,-38,6,-0.8,-2.1,-1,-4
O=S(=O)(c1ccccc1)n1ccc2ccccc21,4,0,0,-1,-3,-4.5,-1.9,0,21
COc1ccc(C2C(C#N)=C(N)OC3=C2C(=O)CC(C)(C)C3)cc1Cn1cc([N+](=O)[O-])cn1 (stereo unspecified),1,1,3,-18,17,-0.1,-0.9,-5,-6
CCn1ncc(/C=N/NC(=O)c2cc(Cl)ccc2OC)c1C,-9,-6,6,-10,0,-0.8,-1.7,-1,11
COCCNC(=O)CS(=O)Cc1nc(-c2ccc(Cl)cc2)oc1C (stereo unspecified),-1,6,-10,-5,8,-4.8,-4.6,5,-6
Cc1cccc2sc(NNC(=O)c3ccc(S(=O)(=O)N4CCc5ccccc5C4)cc3)nc12,37*,6,-5,-15,-4,-2.1,-1.6,1,-19
CCOC(=O)COc1ccc(S(=O)(=O)NCCC2=CCCCC2)cc1,6,-9,-5,-28,-7,-5.1,-2.6,7,-8
N#Cc1ccc(CNc2cnccn2)cc1,2,-16,-2,0,4,-3.5,-5.1,1,24
O=C1NN=C(c2ccc(Br)cc2)CC1c1ccc(Cl)cc1 (stereo unspecified),-5,-4,8,-14,-6,-3.4,-2.2,-4,-9
COc1ccc(C)cc1Nc1n[n+](-c2ccccc2)c(-c2ccc(C(=O)O)cc2)s1,9,-1,5,-12,-18,0.4,-1.6,-2,9
O=C(COc1ccc2ccccc2c1Br)Nc1ccncc1,0,-40,-1,-8,-12,-0.6,-2.1,2,-14
O=C(COC(=O)CNC(=O)c1sc2ccccc2c1Cl)Nc1cc(Cl)cc(Cl)c1,-10,-12,5,-1,17,-2.6,-1.5,1,14
C[C@@H]1CCC[C@]2(O[C@H](CCO)C[C@H](O)[C@H]2O)O1,.,-16,6,.,.,.,.,-2,4
CCCCCc1ccc(-c2cn(Cc3ccc4ccccc4c3)nn2)cc1,3,-10,-3,-5,11,-3.7,-1.5,-1,11
COC(=O)C(C)N1C(=O)S/C(=C/c2cc(C)n(-c3ccccn3)c2C)C1=O (stereo unspecified),1,-17,2,-18,0,-3.8,-3.0,1,8
CCOc1ccc(N=CNc2ccc(OCC)cc2)cc1,-7,-2,4,1,-4,0.1,0.0,0,-3
CC(C)N1C(=O)CCC1C(=O)NCc1cccs1 (stereo unspecified),-3,8,1,-2,-4,-1.7,-0.9,-4,0
O=C(NC(=S)Nc1ccc2[nH]c(=O)[nH]c2c1)c1ccccc1F,8,-7,4,-11,0,-1.1,-0.3,3,-3
COC(=O)c1ccc(C)c(NC(=O)CCc2cc(OC)c(OC)c(OC)c2)c1,2,5,1,-11,3,-3.2,-3.7,-3,4
COc1ccc(CNC(=O)C(C)c2ccc([N+](=O)[O-])cc2)cc1 (stereo unspecified),1,-3,1,-3,-2,-3.5,-0.8,3,14
O=C(O)c1cnn2c1NC(c1cccs1)CC2C(F)(F)F (stereo unspecified),0,-8,2,-4,1,-3.0,-3.4,-1,27
Cn1ncc(C#N)c1NC(=O)c1cc(-c2ccccc2Cl)on1,0,4,-5,-9,5,-2.8,-2.6,2,-5
O=C(CN1C(=O)c2ccccc2S1(=O)=O)c1ccc2c(c1)OCCO2,3,-8,2,-2,14,-4.9,-2.9,5,-8
CCc1ccc(C(=O)COC(=O)CNC(=O)COc2ccccc2)cc1,0,-6,6,-25,0,-3.5,-2.3,0,-14

# The list goes on.
SMILES,PfM18AAP inh,p-CIP stab down,IDE cell activ,FID counter,NS3 helicase inh,VIM-2 inhibitor,IMP-1 inhibitor,IDE inh,SUMO HTRF inh
O=c1[nH]cnc2sc(-c3ccccc3)cc12,3,-8,-1,3,7,-1.3,-2.6,-1,8
CCCNC(=O)COC(=O)/C=C/c1cccc(F)c1,5,-8,1,0,1,-4.3,-2.1,1,3
COc1cccc(C(=O)CN(C(=O)c2ccc(Cl)cc2Cl)N2C(=O)c3ccccc3C2=O)c1,1,-4,3,-39,9,-2.7,-2.8,1,20
Cc1nc2ccccc2nc(C)c1=NOCc1ccc(Cl)cc1Cl,-2,2,-1,2,3,-3.2,-3.1,11,9
CC(C)CCN(C(=O)c1csnn1)C(C(=O)NC1CCCC1)c1ccccc1 (stereo unspecified),6,-2,3,-39,1,-3.5,-2.2,-3,9
CC(Oc1ccccc1Br)C(=O)N1CCc2ccccc21 (stereo unspecified),6,4,0,2,-11,-0.8,-1.3,1,-22
O=Cc1c(NCc2ccccc2)c2ccccc2[nH]c1=O,-3,1,-1,-3,12,1.6,0.2,4,5
NNC(=O)Cn1c(COc2ccc(Cl)cc2)nc2ccccc21,-1,-1,-1,-12,10,-2.8,-2.8,0,-13
O=C(NC1CCCC1)c1ccc(Cn2c(=O)[nH]c3ccsc3c2=O)cc1,-13,-1,4,-13,-12,1.0,-0.5,5,21
Cc1oc2cc3oc(=O)c(CCC(=O)NCCCN4CCCC4=O)c(C)c3cc2c1C,2,-10,-2,-39,12,-2.4,-3.2,6,30
O=c1[nH]c2cccnc2n1-c1cccc([N+](=O)[O-])c1,-17,-1,.,-9,1,-2.6,-1.3,-4,2
COc1ccc(CNc2nc(C)c([N+](=O)[O-])c(C)c2C#N)cc1,-8,-3,4,2,-9,-0.1,-1.2,7,-7
CCc1nn2c(N)c(/C=C3\C=Nc4ccccc43)c(=O)nc2s1,10&-4,11&0,-1,-22&-7,-20&15,-3.5&-5.3,-3.1&-4.6,2&-1,5&-5
Cc1cc(C(=O)N2CCCC(C(=O)c3cccc4ccccc34)C2)nc(C)n1 (stereo unspecified),-4,5,6,-18,9,0.9,-0.2,-5,-10
CCOc1ccccc1C(C(=O)NC1CCCC1)N(C(=O)c1csnn1)C1CC1 (stereo unspecified),3,5,5,-31,-2,-1.9,-3.0,2,-9
Cc1nnn(C23CC4CC(CC(C4)C2)C3)n1,-7,-2,-1,2,-7,-2.0,-0.7,-1,-4
CC(=O)Nc1ccc(S(=O)(=O)N2CCN(C(=O)CCC3CCCC3)CC2)cc1,-10,-1,7,-25,7,1.5,1.5,1,-3
O=C1C2C3C=CC(CC3)C2C(=O)N1/N=C/c1ccc(O)cc1 (stereo unspecified),-2,-5,-3,-5,-16,-2.3,-3.0,7,9
COc1ccc(S(=O)(=O)N(CC(=O)Nc2cccnc2)c2ccccc2OC)cc1,-5,-11,5,-20,0,-5.4,-2.6,8,-8
O=C(/C=C/c1ccccc1[N+](=O)[O-])NCc1ccc(Cl)cc1,-2,3,6,5,-2,-1.6,-0.4,-6,1
CC1Cc2ccccc2N1C(=O)CCN1C(=O)C2C3C=CC(C3)C2C1=O (stereo unspecified),-6,-12,1,-18,5,-0.1,-4.4,-1,22
CCCNS(=O)(=O)c1ccc(CCC(=O)NCC2CCCO2)cc1 (stereo unspecified),0,-3,3,-3,-5,1.5,0.1,3,4
O=C(Nc1ccc(NC(=O)c2ccc([N+](=O)[O-])o2)cc1Cl)c1ccco1,4,-12,0,2,1,-1.5,-2.5,2,-2
COc1cc(OC)cc(C(=O)NCC2CCCN(C(=O)c3csc(C)n3)C2)c1 (stereo unspecified),-6,10,6,-10,-1,-0.9,-2.9,-6,23
CCNC(=S)NN=C1c2ccccc2-c2ccccc21,1,8,-1,-7,3,0.3,-0.7,-2,0

# (continued)
SMILES,PfM18AAP inh,p-CIP stab down,IDE cell activ,FID counter,NS3 helicase inh,VIM-2 inhibitor,IMP-1 inhibitor,IDE inh,SUMO HTRF inh
O=c1ccc(-c2ccccc2)n[nH]1,2,0,0,3,8,1.6,-3.5,-1,11
COCCn1nnnc1CN(CCCN1CCOCC1)Cc1cc2c(C)ccc(C)c2[nH]c1=O,-1,-11,-6,5,2,0.2,-1.6,.,37
O=C1CCN(CCc2ccccc2)CCN1[C@H](CO)c1ccccc1,4,6,7,-15,-13,-3.0,-1.7,-4,0
COc1ccccc1NS(=O)(=O)c1ccc(C)c(C(N)=O)c1,0,-11,0,2,2,-3.0,-4.2,5,-17
O=C(NC1CCCC1)c1ccc([N+](=O)[O-])s1,-3,-5,4,-2,1,-1.3,-2.0,1,-19
COC(=O)Cc1ccc(NC(=S)Nc2ccc(N3CCOCC3)cc2)cc1,22,-8,-6,-2,6,-2.0,-4.1,-6,2
Cn1nc(C(F)(F)F)c(C(=O)Nc2ccc(F)cc2F)c1Cl,3,-19,10,1,12,-1.4,-0.9,3,15
CCOCC(=O)N1CCN(c2ccc([N+](=O)[O-])cc2)CC1,3,5,2,3,-6,-0.5,0.7,3,0
CN(CCOc1ccc(Cl)c(Cl)c1)Cc1ccccc1,-1,-4,4,17,-31,-1.5,-1.6,0,-11
O=C(CN1C(=O)CCC1=O)Nc1ccc(S(=O)(=O)N2CCOCC2)cc1,1,-4,-2,2,8,-1.2,-0.4,-10,-6
O=C(Nc1nnc(SCC(=O)N2CCCCC2)s1)C1CCCCC1,-1,-4,5,0,-1,-1.7,-1.1,-6,17
Cc1nc2ccccc2n1-c1ccccc1,5,3,0,-4,-1,-0.5,-1.8,2,12
Cc1nonc1C1CCCN1Cc1nc(-c2ccccc2Cl)oc1C (stereo unspecified),1,1,5,-14,3,-1.3,-1.8,-5,18
Cc1c(C(=O)NNc2cc(=O)n(C)c(=O)n2C)cccc1[N+](=O)[O-],6,-12,3,-1,6,0.2,-2.7,-5,10
COc1ccc2nc(NC(=O)CSc3ccccc3)sc2c1,0,-3,4,0,-9,-5.1,-3.1,3,-11
COc1cc(NC(=O)C2CC(=O)NC3=C2C(=O)CC(C)(C)C3)c(OC)cc1Cl (stereo unspecified),-3,-15,2,-21,2,-1.3,-3.9,5,4
OC(Cn1cncn1)c1ccc(Cl)cc1Cl (stereo unspecified),3,8,5,1,2,-0.4,-2.6,1,26
CCOc1ccc(-c2nc(-c3cccnc3)no2)cc1OCC,-2,0,2,-10,3,1.3,-0.2,1,5

# Only VIM-2 inhibitor (two entries from above):
structure | VIM-2 inhibitor
CCc1ccc(C(=O)COC(=O)CNC(=O)COc2ccccc2)cc1 | -3.5
O=c1[nH]cnc2sc(-c3ccccc3)cc12 | -1.3

# Source: PubChem BioAssay (several laboratories)
